Compound activity: PubChem BioAssay, National Center for Advancing Translational Sciences (NCATS)
SMN2 splice up: qHTS Assay for Enhancers of SMN2 Splice Variant Expression | HEK293 SMN2-luciferase splicing reporter, luminescence, 30-36 h | Potency, µM (series often up to 46.1 µM), for the others: at the top dose activity change, positive = activation, usual class: activators | actives 2.8% (n = 210,000) | AID 1458, 2008; also: potency is read from the fitted curve at half-maximal effect; % of control where 0% means no effect; nearly all actives have a fitted effect of over 55% in size
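HEK293 cells carry an SMN2 minigene-luciferase reporter in which exon 7 inclusion puts luciferase in frame. Cells were seeded at 2000 cells/well, attached for 10-12 hours, then exposed to compounds for 30-36 hours at 37C before ONE-Glo luminescence.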
HttQ103 aggreg: qHTS Multiplex Assay to Identify Dual Action Probes in a Cell Model of Huntington: Aggregate Formation (GFP) | PC12 HttQ103-GFP aggregates, Acumen cytometry, 40 h | Potency, µM (top dose mostly 46.1 µM), for the others: at the top dose activity change, negative = inhibition, actives largely listed as inhibitors | actives 1.1% (n = 220,000); also: potency is read from the fitted curve at half-maximal effect; % is scaled to controls: 0 for no effect and ±100 for the full control effect; nearly all actives have a fitted effect of over 60% in size
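PC12/HTTQ103-GFP, ecdysone-inducible; teb 100 nM; cpd qHTS titration; GFP aggregates read on laser cytometer, Ex 488/Em 500-530 nm.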
HTT ATP protect: qHTS Multiplex Assay to Identify Dual Action Probes in a Cell Model of Huntington: Cytoprotection (ATP) | PC12 HTT-Q103 induced, cytoprotection, ATP luminescence, 40 h | Potency, µM (titrated, usually from 56.4 µM), for the others: cytoprotection (ATP increase), most hits filed as activators | actives 0.14% (n = 230,000);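 also: potency is read from the fitted curve at half-maximal effect; % of control where 0% means no effect; nearly all actives have a fitted effect of over 45% in size; toxic huntingtin expression switched on by the ecdysone agonist tebufenozide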
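Compounds added alongside 100 nM tebufenozide, which induces toxic Q103 huntingtin exon 1-GFP in stable PC12 cells; surviving cells quantified by luminescent ATP measurement. Medium: phenol red-free DMEM, 5% equine and 5% calf serum.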
IMPase Li inh: qHTS Assay for Identifying the Cell-Membrane Permeable IMPase Inhibitors: Potentiation with Lithium; Potency, µM (top dose mostly 59.4 µM), without a hit: at the highest dose activity, negative = IMPase inhibition, hits mostly inhibitors; AID 1457, 2008; actives 0.35% (n = 210,000); CHO-M1 cells, IP1 TR-FRET (IP-One), carbachol + lithium;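 also: IP1 builds up when IMPase is blocked and the TR-FRET signal falls; potency is read from the fitted curve at half-maximal effect; plate controls were basal vehicle for no effect and high inhibitor control for full effect; nearly all actives have a fitted effect of over 50% in size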
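IP1 accumulation measured by competitive TR-FRET in lysed CHO-M1 cells after 30 min compound exposure at 37C, with a small lithium addition to potentiate weak responses. Hill-equation AC50 from ratio and donor-channel data.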
Lamin A splicing: qHTS Assay for Modulators of Lamin A Splicing. actives 0.01% (n = 200,000). HeLa LMNA splicing GFP/RFP minigene ratio, 48 h. AID 1487, 2009. Potency, µM (series often up to 46.1 µM), for inactives: top-dose ratio change, negative = inhibition, hits mostly inhibitors; active = well fitted inhibition curve with a large enough effect in the signal ratio, with a control signal flat, not every such curve was filed as active; inconclusive = small, poorly fitted or top-dose-only effect, or effect the other way, or a change in a side signal; the % refers to the signal ratio; also: potency is read from the fitted curve at half-maximal effect; % is scaled to controls: 0 for no effect and ±100 for the full control effect
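Read-out is the ratio of GFP to DsRed2 object intensity, acquired by 488 nm laser-scanning cytometry on HeLa lamin A-EGFP minigene reporter cells. Compound incubation 48 hrs at 37 °C in Opti-MEM with 2% FBS; DMSO 0.5% final.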
CBFb-RUNX1 inh: qHTS Assay for Compounds Blocking the Interaction Between CBF-beta and RUNX1 for the Treatment of Acute Myeloid Leukemia; Runt-related transcription factor 1 (Homo sapiens) + Core-binding factor subunit beta …; 230,000 tested, under 10 active; AID 1477, 2009; Potency, µM (top dose mostly 59.8 µM), without a hit: top-dose activity, negative = inhibition, hits mostly inhibitors; AlphaScreen CBFb-His/RUNX1-biotin binding, biochemical; also: % of control where 0% means no effect
Target sequence (Q01196 whole entry, looked up): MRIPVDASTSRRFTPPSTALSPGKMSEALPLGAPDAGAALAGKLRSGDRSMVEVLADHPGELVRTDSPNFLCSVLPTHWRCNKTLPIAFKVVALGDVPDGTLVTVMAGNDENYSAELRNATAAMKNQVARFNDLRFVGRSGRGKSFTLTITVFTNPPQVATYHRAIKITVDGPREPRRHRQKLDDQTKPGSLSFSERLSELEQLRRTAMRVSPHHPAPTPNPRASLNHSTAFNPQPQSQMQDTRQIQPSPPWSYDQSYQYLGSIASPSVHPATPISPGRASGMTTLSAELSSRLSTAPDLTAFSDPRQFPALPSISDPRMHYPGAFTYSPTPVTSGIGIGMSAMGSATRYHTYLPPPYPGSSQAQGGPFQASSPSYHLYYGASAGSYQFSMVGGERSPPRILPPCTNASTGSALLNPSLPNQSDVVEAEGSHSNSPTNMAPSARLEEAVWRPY
Target sequence (Q13951 whole entry, looked up): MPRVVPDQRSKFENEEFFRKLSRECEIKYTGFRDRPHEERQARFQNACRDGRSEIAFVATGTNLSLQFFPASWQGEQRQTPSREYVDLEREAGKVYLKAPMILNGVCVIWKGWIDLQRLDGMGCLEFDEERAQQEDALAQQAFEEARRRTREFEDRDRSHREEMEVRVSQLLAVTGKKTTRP
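CBFb-His/RUNX1-biotin, 30 nM each, preincubated 20 min RT; compound 15 min RT; Ni + streptavidin beads 50 ng each, 90 min RT; AlphaScreen read.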
Luc counter: Counterscreen for Luciferase (Kinase-Glo TM) Inhibition; Luciferin 4-monooxygenase (Photuris pensylvanica), Q27757; Kinase-Glo luciferase, ATP luminescence, 8 min; Potency, µM (titrated, usually from 38.3 µM), for the others: top-dose activity change, negative = inhibition, actives largely listed as inhibitors; actives 0.28% (n = 200,000); also: potency is read from the fitted curve at half-maximal effect; % is scaled to controls: 0 for no effect and ±100 for the full control effect; nearly all actives have a fitted effect of over 60% in size
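Kinase-Glo luciferase light output from ATP and luciferin was measured with 10 uM ATP, within the enzyme's linear range. Buffer: 50 mM imidazole pH 7.2, 50 mM KCl, 7 mM MgCl2, 0.01% Tween 20, 0.05% BSA; luminescence read after 8 min at ambient temperature.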
* hit, by the source's call; [ ] = remark or other dose. Unless noted, calls follow the shape of the dose curve; as a rule, active = well fitted curve in the direction sought with a large enough effect; inconclusive = small, poorly fitted or top-dose-only effect, or another doubt; inactive = no such curve, though single readings can be large; an effect the other way counts as inactive or inconclusive.

For Cc1cc2ncn(C(=O)N3CCCCC3)c2cc1C the results were SMN2 splice up 8%, HttQ103 aggreg 9%, HTT ATP protect -14%, IMPase Li inh -3%[38.3 µM], Lamin A splicing 14%, CBFb-RUNX1 inh 4% and Luc counter 11%.
For COc1ccc(NC(=O)N(Cc2ccc(C)cc2)Cc2cccnc2)c(OC)c1 the results were SMN2 splice up 28%, HttQ103 aggreg inconclusive, HTT ATP protect -38%, IMPase Li inh -7%[38.3 µM], Lamin A splicing -8%, CBFb-RUNX1 inh -2% and Luc counter -4%.
For O=C(c1cc(C(F)(F)F)cc(C(F)(F)F)c1)N1CCC2(CCN(Cc3ccccc3)CC2)CC1 the results were SMN2 splice up -11%, HTT ATP protect 4%, IMPase Li inh 16% and Luc counter -4%.
For COc1ccc(CN2CCN(Cc3ccc(C)cc3)C(CCO)C2)cc1OC (stereo not given) the results were HttQ103 aggreg 11%[9.22 µM], HTT ATP protect -3%[10 µM], IMPase Li inh -1% and CBFb-RUNX1 inh 4%.
CCOC(=O)c1c(C)[nH]c(C)c1C(=O)CSc1nnnn1-c1ccccc1 was read as SMN2 splice up -1%, HttQ103 aggreg 7%[9.22 µM], HTT ATP protect 24%, IMPase Li inh 8%[38.3 µM], Lamin A splicing 0%, CBFb-RUNX1 inh -1% and Luc counter 5%.
Screening Nc1nc(Cl)c(C=O)c(N2CCCCC2)n1 returned SMN2 splice up -9%, HttQ103 aggreg -6%, HTT ATP protect -16%[10 µM], IMPase Li inh 7%, Lamin A splicing inconclusive, CBFb-RUNX1 inh 3% and Luc counter 7%.
COc1ccc(C(=O)N2CC=C(c3ccccc3)CC2)cc1S(=O)(=O)N1CCOCC1 was read as SMN2 splice up -7%, HttQ103 aggreg -9%, HTT ATP protect -8%[10 µM], IMPase Li inh 1%[38.3 µM], Lamin A splicing -7%, CBFb-RUNX1 inh -5% and Luc counter -3%.
`CC(C)N1CCN(Cc2cn[nH]c2C2CCCCC2)CC1CCO` (stereo not given) gave HttQ103 aggreg 1%, HTT ATP protect -2%, IMPase Li inh 7%, CBFb-RUNX1 inh 0% and Luc counter 4%.
O=C(N/N=C/c1c(O)n(-c2ccccc2Cl)c(=O)c2ccccc12)C1COc2ccccc2O1 (stereo not given) was read as SMN2 splice up -78%[inhibitor], HttQ103 aggreg 13µM*, HTT ATP protect 4%[10 µM], IMPase Li inh -5%, Lamin A splicing inconclusive, CBFb-RUNX1 inh -2% and Luc counter 4%.
`O=C(CSC1=NCCS1)Nc1cccc(F)c1` gave SMN2 splice up -3%, HttQ103 aggreg 6%[9.22 µM], HTT ATP protect 27%[10 µM], IMPase Li inh 3%, Lamin A splicing inconclusive, CBFb-RUNX1 inh -2% and Luc counter 2%.
Screening CCCC/C=C/C(NC(=O)OCc1ccccc1Cl)c1ccccc1 (stereo not given) returned SMN2 splice up -2%, HTT ATP protect 7%, IMPase Li inh 1%, CBFb-RUNX1 inh 20% and Luc counter -2%.
Screening CC(C)On1c(SCC(=O)N(C)C)nc2ccccc2c1=O returned HttQ103 aggreg 0%[9.22 µM], HTT ATP protect 26%[10 µM] and CBFb-RUNX1 inh 4%.
Screening CCOC(=O)c1c(NC(=O)C[n+]2ccc(N(C)C)cc2)sc(C)c1C returned SMN2 splice up -68%[inhibitor], HttQ103 aggreg inconclusive, HTT ATP protect -36%, IMPase Li inh 3%, CBFb-RUNX1 inh -2% and Luc counter 0%.
For CN(C)CC[C@@H](c1ccccc1)c1ccccn1 the results were SMN2 splice up -18%[20.6 µM], HTT ATP protect 1%[40.3 µM], IMPase Li inh 17%, Lamin A splicing -6%, CBFb-RUNX1 inh -1%[21.7 µM] and Luc counter 1%[17.1 µM].
For CCOC(=O)c1cnc(-n2nc(C)cc2C)nc1Nc1ccc(O)cc1 the results were HttQ103 aggreg -11%[9.22 µM], HTT ATP protect 0%[10 µM] and CBFb-RUNX1 inh -8%.
`Cn1nnnc1SCC(=O)N1CCN(c2cccc(Cl)c2)CC1` gave SMN2 splice up -21%, HttQ103 aggreg -10%, HTT ATP protect 1%[0.074 µM], IMPase Li inh 21%[38.3 µM], Lamin A splicing -16%, CBFb-RUNX1 inh 6% and Luc counter 1%.
Screening O=P(COCCOCCOCCOCP(=O)(c1ccccc1)c1ccccc1)(c1ccccc1)c1ccccc1 returned SMN2 splice up -1%, HttQ103 aggreg 14%, HTT ATP protect -33%[inhibitor], IMPase Li inh 1%, Lamin A splicing -1%[46 µM], CBFb-RUNX1 inh 4% and Luc counter -3%.
For CCCCNCC#CCOc1cc(C)ccc1C(C)C the results were SMN2 splice up -1%, HttQ103 aggreg 1%, HTT ATP protect -54%[inhibitor], IMPase Li inh 19%, CBFb-RUNX1 inh -2% and Luc counter -2%.
`COC(=O)c1ccccc1NC(=O)CSc1nc(NC(=O)c2ccccc2)c2c(C)c(C)oc2n1` gave SMN2 splice up -11%, HttQ103 aggreg 9%, HTT ATP protect inconclusive, IMPase Li inh 7%[38.3 µM], Lamin A splicing -1%, CBFb-RUNX1 inh 4% and Luc counter 3%.
`Cn1c(NCCCO)nc2c1c(=O)n(Cc1ccccc1F)c(=O)n2C` gave SMN2 splice up 0%, HttQ103 aggreg -12%, HTT ATP protect inconclusive, IMPase Li inh -3%[38.3 µM], Lamin A splicing -12%, CBFb-RUNX1 inh 7% and Luc counter -1%.
Nn1c(SCc2cn3ccsc3n2)nnc1-c1ccncc1 was read as SMN2 splice up 16%, HttQ103 aggreg inconclusive, HTT ATP protect 11%[4.97 µM], IMPase Li inh 19%[38.3 µM], Lamin A splicing 3%, CBFb-RUNX1 inh 2% and Luc counter 1%.
Screening C=C1CC(C(=O)N/N=C/c2ccc(O)cc2)C1 returned SMN2 splice up 8%, HttQ103 aggreg -5%, IMPase Li inh -8%, Lamin A splicing -12%, CBFb-RUNX1 inh 5% and Luc counter 1%.
`Cc1ccc(/C=N/n2c(C3CCCCC3)n[nH]c2=S)o1` gave SMN2 splice up -23%, HttQ103 aggreg 3%, HTT ATP protect 8%[0.074 µM], IMPase Li inh 6%, Lamin A splicing 13%, CBFb-RUNX1 inh 1% and Luc counter 1%.
For CCSc1nnc(NC(=O)c2ccc3ccccc3n2)s1 the results were SMN2 splice up 14µM*, HttQ103 aggreg 8%, HTT ATP protect -60%[inhibitor], IMPase Li inh 0%[38.3 µM], Lamin A splicing inconclusive, CBFb-RUNX1 inh -7% and Luc counter 3%.
CC1(C)CC(CC(=O)Nc2ccc([N+](=O)[O-])cc2)C(=O)O1 (stereo not given) was read as SMN2 splice up 2%, HttQ103 aggreg 2%, HTT ATP protect 5%, IMPase Li inh 3%[38.3 µM], Lamin A splicing 11%[0.0737 µM], CBFb-RUNX1 inh 9% and Luc counter -2%.
For Cc1noc(NS(=O)(=O)c2ccc(NC(=O)C(CC(C)C)N3C(=O)c4ccccc4C3=O)cc2)c1C (stereo not given) the results were HttQ103 aggreg -8%[9.22 µM], HTT ATP protect -9%[10 µM] and CBFb-RUNX1 inh -8%.
For COc1cc(C=O)ccc1OCCOCCOc1c(C)cc(Cl)cc1Cl the results were SMN2 splice up -28%, HttQ103 aggreg 3%, HTT ATP protect -5%, IMPase Li inh -9%[38.3 µM], Lamin A splicing 7% and Luc counter -1%.
For O=C(C1CCN(c2nnc(N3CCCC3=O)s2)CC1)N1CCN(Cc2ccc3c(c2)OCO3)CC1 the results were SMN2 splice up -28%, HttQ103 aggreg -19%, HTT ATP protect 6%[10 µM], IMPase Li inh 12%, Lamin A splicing inconclusive, CBFb-RUNX1 inh -7% and Luc counter 1%.
`CCc1nnc(NC(=O)c2ccc(OC)cc2OC)s1` gave SMN2 splice up 2µM*, HttQ103 aggreg -7%, HTT ATP protect -40%[inhibitor], IMPase Li inh 18%[38.3 µM], Lamin A splicing -8%, CBFb-RUNX1 inh 5% and Luc counter -3%.
Screening Cc1ccccc1N(C(=O)Cc1ccsc1)C(C(=O)NC1CCCCC1)c1ccc(F)cc1 (stereo not given) returned SMN2 splice up 4%, HttQ103 aggreg 8%, HTT ATP protect -4%, IMPase Li inh -12%[38.3 µM], Lamin A splicing -8%, CBFb-RUNX1 inh -3% and Luc counter -1%.
For CN(C)c1ncc(S(=O)(=O)c2ccccc2)c(-c2ccccc2Cl)n1 the results were SMN2 splice up 2%, HttQ103 aggreg 6%, HTT ATP protect -7%, IMPase Li inh 15%[38.3 µM], Lamin A splicing 26%, CBFb-RUNX1 inh 4% and Luc counter 1%.
Screening N#Cc1ccc(/C=C/C(=O)c2ccc3c(c2)OCO3)cc1 returned SMN2 splice up -12%, HttQ103 aggreg -13%, HTT ATP protect -6%, IMPase Li inh 11%, CBFb-RUNX1 inh -1% and Luc counter -6%.
`COc1ccc(C(F)(F)F)cc1N/C=C\c1nnnn1-c1ccccc1` gave SMN2 splice up -14%, HttQ103 aggreg -12%, HTT ATP protect -11%, IMPase Li inh -1%[38.3 µM], Lamin A splicing -4%, CBFb-RUNX1 inh 6% and Luc counter -4%.

Among those listed so far, these contain a thiophene ring, fused or not:
Screening CCOC(=O)c1c(NC(=O)C[n+]2ccc(N(C)C)cc2)sc(C)c1C returned SMN2 splice up -68%[inhibitor], HttQ103 aggreg inconclusive, HTT ATP protect -36%, IMPase Li inh 3%, CBFb-RUNX1 inh -2% and Luc counter 0%.
Screening Cc1ccccc1N(C(=O)Cc1ccsc1)C(C(=O)NC1CCCCC1)c1ccc(F)cc1 (stereo not given) returned SMN2 splice up 4%, HttQ103 aggreg 8%, HTT ATP protect -4%, IMPase Li inh -12%[38.3 µM], Lamin A splicing -8%, CBFb-RUNX1 inh -3% and Luc counter -1%.
